High-throughput results from PubChem.
USP1-UAF1 inh = inhibitors of human USP1/UAF1 deubiquitinase; O94782; recombinant USP1/UAF1, Ub-Rhodamine cleavage fluorescence; Potency, µM (series often up to 57.1 µM), for the others: at the highest dose activity change, negative = inhibition, hits mostly inhibitors; actives 0.23% (n = 390,000); note: potency is the fitted concentration of half-maximal effect; % is set by controls: 0 for no effect and ±100 for the full control effect; nearly all actives have a fitted effect of over 60% in size; inactives centre near -12
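In this screen, compounds sit with the deubiquitinase complex (1nM) for 15 min at room temperature before Ub-Rho is added at 150nM final. Fluorescence rise is then followed for 6 reads every 60 seconds.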
PI4K2A block = blocks human PI4K2A kinase activity | purified PI4K2A, ADP-Glo luminescence, 1 h; hits give low values | AID 1346378 | activity change, negative = inhibition, % at 76.9 µM | Q9BTU6 | actives 0.13% (n = 420,000); in the data active = activity change below about -50%; inconclusive = mostly about -30% to -49%;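 note: -100% = wells without enzyme as full effect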
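ADP-Glo luminescence measured ADP generated by PI4K2A enzyme (4 ug/mL before mixing) with 1.2 mM PI substrate (pre-mix) and 300 microM ATP (pre-mix). Tris pH7.5 buffer with MgCl2, Triton X-100; 1 h reaction at ambient temperature.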
IDH1 R132H inh = inhibitors of human mutant IDH1 R132H; AID 602179; actives 0.093% (n = 390,000); IDH1-R132H enzyme, NADPH consumption, diaphorase/resazurin fluorescence; Potency, µM (highest dose often 76.6 µM), inactives show top-dose activity change, negative = inhibition, usual class: inhibitors; O75874; note: potency is the fitted concentration of half-maximal effect; % is set by controls: 0 for no effect and ±100 for the full control effect; nearly all actives have a fitted effect of over 65% in size
Target sequence (O75874 whole entry R132H, stated change not applied): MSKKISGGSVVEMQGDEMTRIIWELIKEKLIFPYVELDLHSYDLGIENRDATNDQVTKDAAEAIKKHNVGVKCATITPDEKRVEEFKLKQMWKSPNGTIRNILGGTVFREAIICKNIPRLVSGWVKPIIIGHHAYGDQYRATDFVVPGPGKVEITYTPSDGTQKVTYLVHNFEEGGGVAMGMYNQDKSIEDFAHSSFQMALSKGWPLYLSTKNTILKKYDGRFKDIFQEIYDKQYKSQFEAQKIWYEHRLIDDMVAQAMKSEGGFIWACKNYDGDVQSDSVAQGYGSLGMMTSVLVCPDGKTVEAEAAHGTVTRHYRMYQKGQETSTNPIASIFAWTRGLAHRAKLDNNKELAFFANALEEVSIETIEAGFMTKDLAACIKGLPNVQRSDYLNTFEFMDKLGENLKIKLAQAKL
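IDH1-R132H (0.5 ug/mL) preincubated 30 min with compound, then NADPH (0.016 mM) and alpha-KG (2 mM) added; 80 min at RT, pH 7.5. Remaining NADPH coupled via diaphorase/resazurin to fluorescence (540/590 nm); concentration-response curves normalized to no-enzyme control.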
TrxR1 substrate = is turned over as a substrate by rat TrxR1 | O89049 | purified TrxR1 substrate turnover, NADPH consumption readout | Potency, µM (highest dose often 114 µM), without a hit: top-dose activity change, negative = substrate turnover | actives 0.01% (n = 390,000) | AID 588456; note: potency is the fitted concentration of half-maximal effect; % is set by controls: 0 for no effect and ±100 for the full control effect; nearly all actives have a fitted effect of over 50% in size
Target sequence (O89049 whole entry, looked up): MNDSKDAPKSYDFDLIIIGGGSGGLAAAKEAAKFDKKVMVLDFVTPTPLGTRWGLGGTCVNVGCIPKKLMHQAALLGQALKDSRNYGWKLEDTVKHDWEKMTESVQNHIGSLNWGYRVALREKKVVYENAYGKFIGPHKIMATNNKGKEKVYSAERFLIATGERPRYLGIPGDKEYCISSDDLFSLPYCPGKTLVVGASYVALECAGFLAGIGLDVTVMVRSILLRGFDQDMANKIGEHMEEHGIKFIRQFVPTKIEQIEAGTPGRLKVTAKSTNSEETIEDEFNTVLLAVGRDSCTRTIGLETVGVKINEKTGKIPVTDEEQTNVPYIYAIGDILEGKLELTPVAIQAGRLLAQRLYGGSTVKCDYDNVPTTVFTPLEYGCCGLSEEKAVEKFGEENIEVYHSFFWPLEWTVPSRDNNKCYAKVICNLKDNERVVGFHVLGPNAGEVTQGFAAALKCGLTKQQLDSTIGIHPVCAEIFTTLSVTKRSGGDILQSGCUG
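Rat TrxR1, dispensed at 90 nM, was prereduced with 400 uM NADPH (final) for 5 min at ~22 deg C, then incubated with compound 15 min before 400 uM selenite. A first-read NADPH fluorescence drop versus no-compound background flagged substrates.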
HP1b chromo inh = inhibitors of HP1-beta chromodomain binding to methylated histone tails; AlphaScreen HP1-beta / biotin-H3K9me3 peptide binding; actives 0.56% (n = 390,000); Potency, µM (series often up to 114 µM), without a hit: top-dose activity change, negative = inhibition, most hits filed as inhibitors; note: potency is the fitted concentration of half-maximal effect; nearly all actives have a fitted effect of over 70% in size; inactives centre near 23
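Compound inhibition of the preformed complex between 50 nM HP1-beta and 50 nM biotinylated H3K9me3 peptide was read by AlphaScreen. Buffer was PBS pH 7.4 with 0.01% Tween-20. Incubations ran 30 min at room temperature, with 10 ug/mL donor/acceptor beads.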
GLS inhibitor = inhibitors of human glutaminase (GLS); O94925; GLS enzymatic activity, qHTS titration; Potency, µM (doses to about 45.5 µM), for the others: at the top dose activity change, negative = inhibition, most hits filed as inhibitors; actives 0.21% (n = 410,000); AID 624170; note: potency is the fitted concentration of half-maximal effect; % is set by controls: 0 for no effect and ±100 for the full control effect
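Glutamate formation by hKGA was monitored fluorometrically using coupled glutamate oxidase, HRP and Amplex Red. Substrate was added as 1 mM L-glutamine solution; incubation was 30 min at RT after an initial read.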
Pin1 inh = inhibitors of human Pin1 | Q13526 | Pin1 FP peptide displacement, HiFluor488, 10 min | Potency, µM (series often up to 115 µM), for inactives: at the highest dose activity, negative = inhibition, hits mostly inhibitors | actives 0.009% (n = 390,000) | AID 504891; active = well fitted inhibition curve with a large enough effect in the polarisation, with a control signal flat, not every such curve was filed as active; inconclusive = small, poorly fitted or top-dose-only effect, or effect the other way, or a change in a side signal; inactive = no such curve, though single readings can be large or run the other way; the % refers to the polarisation; note: potency is the fitted concentration of half-maximal effect; % is set by controls: 0 for no effect and ±100 for the full control effect
TrxR1 inh = rat TrxR1 inhibition. recombinant rTrxR1, NADPH fluorescence consumption, selenite substrate. Potency, µM (top dose mostly 114 µM), without a hit: at the top dose activity change, negative = inhibition, actives largely listed as inhibitors. actives 1% (n = 390,000); note: potency is the fitted concentration of half-maximal effect; % is set by controls: 0 for no effect and ±100 for the full control effect; nearly all actives have a fitted effect of over 65% in size
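Rat TrxR1 (90 nM in the dispensed reagent) was pre-reduced with 400 uM NADPH for 5 min at room temperature, then incubated with compound for 15 min. After 400 uM selenite was added, NADPH fluorescence (Ex 340/Em 450 nm) was followed for 8 min.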
PGK inhibitor = blocks T. brucei phosphoglycerate kinase; PGK/GAPDH coupled, Kinase-Glo luminescence, 60 min; Potency, µM (series often up to 57.5 µM), for inactives: at the top dose activity change, negative = inhibition, actives largely listed as inhibitors; actives 0.043% (n = 380,000); note: potency is the fitted concentration of half-maximal effect; % is set by controls: 0 for no effect and ±100 for the full control effect; nearly all actives have a fitted effect of over 60% in size
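Luminescent ATP detection (Kinase-Glo Plus) follows a 60-minute room-temperature incubation, with wells lacking PGK as controls. Buffer: 100 mM TEA (pH 7.6), 5 mM MgCl2, 0.01% Tween-20. Coupling enzyme GAPDH (100 nM final) supplies unstable 1,3-BPG in-well.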
Active calls of the source: *; i = inactive; ? = inconclusive; . = no result given; [ ] = remark or other dose. Unless noted, calls come from the whole dose curve; as a rule, active = well fitted curve in the direction sought with a large enough effect; inconclusive = small, poorly fitted or top-dose-only effect, or another doubt; inactive = no such curve, though single readings can be large; an effect the other way counts as inactive or inconclusive.

Values run as follows: USP1-UAF1 inh, PI4K2A block, IDH1 R132H inh, TrxR1 substrate, HP1b chromo inh, GLS inhibitor, Pin1 inh, TrxR1 inh, PGK inhibitor
O=c1[nH]nc(-c2ccccc2)c2ccccc12
  -22%, -1, 7%, 0%, 11%, 0%, 2%, 11%, 10%
O=[N+]([O-])c1ccc2[nH]c3c(c2c1)CCCC3O (centres undefined)
  -11%, -9, 1%, 2%[57.1 µM], 20%, -1%, 0%, 15%[57.1 µM], -9%
Cc1nc2ccn(Cc3cccs3)c(=O)c2cc1C(=O)Nc1ccccc1
  -9%, -10, 15%, 3%[57.1 µM], 15%, -2%, 0%, 7%[57.1 µM], -5%
CCOC(=O)Cc1csc(NC(NC(=O)OCC)(C(F)(F)F)C(F)(F)F)n1
  -19%, 1, 0%, -4%, 53%[activator], 9%, 3%, -4%, 10%
Cc1ccc(S(=O)(=O)NCC(=O)OCC(=O)NCCc2ccccc2)cc1
  -15%, 1, 1%, 4%, 27%, -6%, 5%, 12%, -5%
COc1cccc(NC(=O)CN(C)C(=O)c2ccc(NS(=O)(=O)c3ccc(F)cc3)cc2)c1
  -26%, 0, 11%, 6%, 46%[activator], 2%, -7%, 37%, -8%
CCCC(NC(=O)CNC(=O)C(C)(C)C)C(=O)O (centres undefined)
  -15%, 1, 7%, -1%, 13%, -1%, -1%, 10%, -10%
CC(C)(C)c1cc(NC(=O)C2CCCO2)no1 (centres undefined)
  3%, -1, 0%, 5%[57.1 µM], 31%, 4%, 9%, -2%, 7%
COc1ccc([C@H]2CC(=O)C=C(c3ccc(Cl)c(Cl)c3)C2)cc1
  11%, -6, -13%, -5%, 35%, 1%, -3%, 7%, 0%
CC(C)CCN(C(=O)CNC(=O)c1cccs1)C(C(=O)NC1CCCC1)c1ccncc1 (centres undefined)
  -10%, 1, 2%, 2%, 31%, 7%, 2%, 14%, 2%
CCn1ncc(Cl)c1C(=O)Nc1ccncc1
  -19%, 12, -12%, 4%[57.1 µM], 7%, -3%, 0%, 11%[57.1 µM], -5%
COCc1cc(C)nc(SCC(=O)Nc2cc3c(cc2C#N)OCO3)c1C#N
  -10%, -1, -2%, 10%, 13%, 9%, -2%, 18%, 8%
O=C(CCC(=O)N(CC(=O)NC1CCCCC1)Cc1cccs1)Nc1nccs1
  -17%, 6, 5%, 4%, 30%, -9%, -2%, 11%, -1%
CCOC(=O)CSc1cc(CS(=O)(=O)c2ccccc2)nc(-c2ccccc2)n1
  -22%, 5, 5%, -3%[57.1 µM], 47%[activator], -6%, 1%, 5%[57.1 µM], -1%
Cc1cc(NC(=O)CCSc2ccccc2)ccc1Br
  -24%, 0, 6%, -6%, 109%[activator], 2%, -3%, -17%, -13%
COCCN1C=C2C(=O)C(C)(OC(=O)CCC(=O)OC)C(=O)C(Br)=C2C=C1c1ccc(OC)cc1 (centres undefined)
  25µM*, -21, 19%, ?, -8%, -1%, ?, -7%, -6%
O=C(Cc1c[nH]c2ccccc12)N/N=C/c1cccc(F)c1
  -20%, -4, 4%, -1%, -1%, 12%, 12%, 11%, i
COc1nc(Oc2ccc(C(=O)O)cc2)nc(Oc2ccc(C(=O)O)cc2)n1
  -15%, 4, 0%, 4%, 48%[activator], 8%, 22%, 12%, -1%
COC(=O)c1ccccc1NC(=S)NC(=O)c1ccc2ccccc2c1
  -14%, 10, 3%, 3%, ?, 0%, 24%, ?, -3%
COc1cccc(NC(=S)N2CCn3cccc3C2c2cccnc2)c1 (centres undefined)
  -19%, 1, 19%, 4%[57.1 µM], -6%, -27%, -1%, 26%[57.1 µM], -4%
N#CCCN(C(=O)COC(=O)CCc1ccccc1)c1ccccc1
  -24%, 0, 3%, 0%, 23%[57 µM], -7%, 1%, 16%, -1%
CCOC1OC(=O)C(Cl)=C1Nc1cc(C)ccc1C (centres undefined)
  ?, 0, 1%, -2%, 41%[activator], 3%, 1%, 20%[57.1 µM], -1%
CC(Sc1nnc(N)s1)C(=O)NC1CCCCC1C (centres undefined)
  1%, 0, 1%, 1%, 26%, -4%, 2%, 21%, -6%
COc1ccc(C2Nc3ccccc3C(=O)N2c2ccccc2)cc1CSc1ccccn1 (centres undefined)
  -6%, -9, 0%, 123%[activator], 37%, 13%, 14%, 160%[activator], -6%
NNC(=O)/C=C/c1ccc(Cl)cc1Cl
  -7%, 2, -1%, 2%, 39%, 11%, -1%, 27%, -4%
O=C(CSc1nc2ccccc2nc1N1CCOCC1)Nc1ccccc1F
  -19%, 0, 1%, 0%[57.1 µM], 109%[activator], -5%, 0%, 7%[57.1 µM], -8%
CSCC(C)N1CCC(n2nccc2NC(=O)CCOc2ccccc2)CC1 (centres undefined)
  -14%, 5, 15%, -10%, -1%, 9%, -4%, -3%, -2%
CSc1ccccc1NC(=O)CO/N=C(\C)c1cc2ccccc2o1
  -16%, 1, 2%, -10%, 120%[activator], 2%, -1%, -16%, 3%
Cc1cccc2cc(C#N)c(N3CCC(O)CC3)nc12
  -7%, 5, 8%, 16%, 92%[activator], 2%, -7%, 32%, 4%
O=C1c2ccccc2C(=O)N1OCc1c(F)cccc1Cl
  -13%, 4, -4%, -2%[57.1 µM], 21%, 9%, 4%, 5%[57.1 µM], -1%
O=C(CSc1nccn1Cc1ccc(Cl)cc1)NCc1ccccc1
  ?, -2, -3%, 4%[57.1 µM], 3%[57 µM], 6%, -5%, 7%[57.1 µM], 2%
O=C(N/C=C/c1ccco1)NCc1ccccc1
  -20%, -18, 9%, 1%[57.1 µM], -12%, -14%, ?, -63%, -27%
COc1ccc(NC(=O)Nc2cccc3ccccc23)c(OC)c1
  -18%, -2, 8%, 3%, 22%, 9%, -1%, 7%, -6%
COC(=O)C1CC(c2ccc(Cl)cc2)=NO1 (centres undefined)
  -24%, 7, 0%, -4%, 38%, -16%, 1%, -3%, -9%
O=C(COc1ccccc1[N+](=O)[O-])Nc1cccc(C(=O)Nc2ccccc2C(=O)O)c1
  -25%, 1, -1%, 3%, 4%, 0%, -4%, 16%, -11%
COc1ccc(C(=O)Nc2ccnn2C2CCN(CCC(C)c3ccc(C)o3)CC2)cc1 (centres undefined)
  -10%, -2, 2%, 2%, ?, -1%, -3%, -13%, -8%
C1=CC2=NC34CCCCC3CC3=C(CCCC3)N4C2=CC1=NC1CCCCC1 (centres undefined)
  -22%, -2, 2%, 8%, ?, -6%, 25%, -16%, 3%
CN1CCN(C(=S)c2ccc(N(C)C)cc2)CC1
  -8%, 1, 4%, -4%, ?, 33%[activator], 1%, -6%, -2%
COc1ccc(C2N(C(=O)c3ccccc3)CCN2C(=O)c2ccccc2)cc1
  -8%, -1, -5%, 11%[57.1 µM], 12%, 0%, -10%, 11%[57.1 µM], i
Cc1c(NC(=O)COC(=O)/C=C/c2ccccc2Br)c(=O)n(-c2ccccc2)n1C
  -13%, 6, -5%, -5%, 42%, -1%, 10%, 2%, 3%
O=C(COc1ccc(Cl)cc1Cl)N1CCCC1
  -9%, 2, 0%, 10%, 22%, 3%, -3%, 18%, .
CC(C)CC(=O)Nc1ccccc1Oc1ccccc1
  -5%, -3, 3%, -10%, 50%, 2%, 0%, -16%, -3%
c1ccc(CN=C2NN=C(c3cc4ccccc4o3)CS2)cc1
  3%, 3, 4%, 1%, 19%, 8%, 6%, 8%, -1%
CCCCN(C(=O)CSCC(=O)Nc1cccc(C)c1)c1c(N)n(Cc2ccccc2)c(=O)[nH]c1=O
  2%, 0, 2%, 3%, 22%, 2%, 7%, 17%, -5%

Some of the compounds tested; the hit share may differ from the screen's.
